GPR151 ag: human GPR151 activation; PathHunter beta-arrestin GPR151 cells, luminescence; activation, % at 11.2 µM; 650,000 tested, 1% active; AID 1508602; in the data active means activation above about 4.9%;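 further: 0% = median of compound wells and 100% = cells with positive control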
FBW7 activator: human FBW7 E3 ligase activation, primary screen | Q969H0 | AlphaScreen FBW7–phospho-cyclin E peptide binding, activator screen | normalized activity (activation), % at 26.1 µM | 650,000 tested, 0.13% active; in the data active means normalized activity above about 1.9%;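 further: purified mutant Fbw7 with reduced substrate affinity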
Target sequence (Q969H0 whole entry, looked up): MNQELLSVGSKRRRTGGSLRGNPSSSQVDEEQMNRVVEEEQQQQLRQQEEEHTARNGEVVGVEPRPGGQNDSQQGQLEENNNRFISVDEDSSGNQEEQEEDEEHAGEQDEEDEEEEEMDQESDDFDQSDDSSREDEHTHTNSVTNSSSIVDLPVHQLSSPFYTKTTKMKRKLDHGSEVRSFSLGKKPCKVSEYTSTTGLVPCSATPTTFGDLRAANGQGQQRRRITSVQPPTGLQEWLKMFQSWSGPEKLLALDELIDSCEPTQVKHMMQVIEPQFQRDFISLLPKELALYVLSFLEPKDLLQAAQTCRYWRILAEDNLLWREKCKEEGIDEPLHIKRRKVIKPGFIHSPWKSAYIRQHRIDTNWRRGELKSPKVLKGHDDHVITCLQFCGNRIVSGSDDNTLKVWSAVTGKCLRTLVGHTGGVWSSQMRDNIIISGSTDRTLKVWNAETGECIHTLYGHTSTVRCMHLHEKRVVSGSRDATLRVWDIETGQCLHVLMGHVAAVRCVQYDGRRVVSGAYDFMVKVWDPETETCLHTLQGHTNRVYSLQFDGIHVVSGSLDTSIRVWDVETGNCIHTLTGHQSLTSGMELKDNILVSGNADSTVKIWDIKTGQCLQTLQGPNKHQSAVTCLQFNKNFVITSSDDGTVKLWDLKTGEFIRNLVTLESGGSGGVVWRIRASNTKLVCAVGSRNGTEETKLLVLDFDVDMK
TEAD-YAP block: TEAD-YAP interaction inhibition; HEK-TIYL cells, TEAD-Gal4/YAP UAS-luciferase luminescence; inhibition, % at 9.12 µM; 640,000 tested, 1.4% active; AID 1259422; in the data active means inhibition above about 32%;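 further: 0% = median of test compound wells and 100% = reference inhibitor wells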
MITF primary: human MITF inhibition, primary screen. O75030. AlphaScreen MITF homodimerization, bead proximity signal. inhibition, % at 2.6 µM. 650,000 tested, 0.91% active; in the data active means inhibition above about 50%;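 further: 0% = vehicle wells with protein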
* = called active by the depositor; & = joins results of further samples; ! = a repeat was not active. Outcome played no part in choosing rows. Share with any hit: about 3.5%.

compound | GPR151 ag | FBW7 activator | TEAD-YAP block | MITF primary
Cn1ccnc1SCc1ccc(C(=O)NNC(=O)c2ccnn2C)cc1 | 0.6 | 0.0 | 0 | 0
O=C1CCCN1CCCNc1nc(Nc2ccc(N3CCOCC3)cc2)nc2c1ncn2CCN1CCCC1=O | 11* | -0.1 | -2 | -3
Cc1ccc(C)c(NC(=O)COc2cccc(C)c2C)c1 | -1.0 | 0.1 | -20 | 4
Cc1ccc2c(c1)N(CC(=O)NCc1ccccc1F)C(=O)CO2 | 0.6 | -0.2 | -11 | -2
O=C(c1ccc(OCCN2CCCCC2)cc1)c1c(-c2ccc(O)cc2)sc2cc(O)ccc12 | 5.0*! | -0.2&-0.2&-0.1&0.0&-0.1 | -12&1&8 | -11&-4&7&-15&19
O=C(CNC(=O)c1ccc(Br)o1)OCC(=O)c1ccc(Cl)cc1 | 0.8 | -0.1 | 6 | -9
CCOc1ccc(-n2c(SC(CC)C(=O)N3CCOCC3)nc3n[nH]c(C)c3c2=N)cc1 (stereo not drawn) | 0.5 | -0.1 | -12 | -5
O=C(Nc1ccc(Cl)c(Cl)c1)c1oc(=O)c2ccccc2c1-c1ccccc1 | -1.0 | 0.1 | 10 | 16
CCOc1ccc(NC2SC(=O)N(Cc3ccccc3)C2=O)cc1 (stereo not drawn) | -1.3 | 0.8 | 1 | 4
COCCNC(=S)Nc1ccc(C)c(Cl)c1 | 1.5 | 0.2 | -12 | 6
Cc1cc(Cl)ccc1N(CC(=O)Nc1cccc(F)c1)S(C)(=O)=O | -0.4 | 0.6 | -15 | 6
CC(=O)Nc1ccc2c(c1)ncn2-c1ccc(C)cc1 | -2.9 | 0.6 | -54 | 21
CC(C)(C)N1C(=O)c2ccc(C(=O)Oc3ccccc3Cl)cc2C1=O | -0.6 | 0.1 | 6 | 1
Cc1ccc(SCCNC(=S)NC2CC2)cc1 | -1.2 | -0.1 | -3 | 23
OC(CNCCSc1ccc(Br)cc1)COc1ccccc1 (stereo not drawn) | -0.2 | -0.1 | 11 | -3
CCCCOc1ccc(C(=O)NNS(=O)(=O)c2ccc(C)cc2)cc1 | -1.6 | 0.4 | -2 | 19
CN(C)CCOc1cc(-c2cn[nH]c2)ccc1NC(=O)C1COc2ccc(F)cc2C1 (stereo not drawn) | 1.2 | -0.1 | 5 | 1
CN1CCN(c2ccc(S(C)(=O)=O)cc2NC(=O)c2ccc(C(F)(F)F)cc2)CC1 | -2.3 | 0.3 | 8 | 22
CC1CC(C)CN(S(=O)(=O)c2cccc(S(=O)(=O)c3ccc(Cl)c(Cl)c3)c2)C1 (stereo not drawn) | -0.7 | 0.1 | -11 | 4
CC(C)n1cnc2c(NCc3ccccc3)nc(-c3ccccc3)nc21 | 2.0 | 0.0 | -6 | 9
COc1ccc(/C=C(\C(=O)O)c2ccc(S(=O)(=O)N3CCOCC3)s2)cc1 | 0.4 | -0.3 | 3 | -4
CCN1C(=O)C2C(c3ccccc3C)NC(Cc3ccc(O)cc3)(C(=O)OC)C2C1=O (stereo not drawn) | 1.5 | -0.1 | 2 | 3
FC(F)Oc1ccc(-c2cn3c(n2)CCC3)cc1 | -0.6 | 0.3 | -5 | 7
O=[N+]([O-])c1ccccc1Sc1cc2c(N3CCCC3)ncnc2s1 | -1.1 | -0.1 | 5 | 5
Clc1ccc(-c2cnc(N3CCCCC3)nc2)cc1 | -1.2 | 0.1 | -46 | -6
COC(=O)C1=C(C)NC(=O)/C1=C\c1ccc(OC)cc1OC | 0.9 | -0.1 | 5 | 4
CC(=O)c1ccc(OCCCC(=O)Nc2cccc(Br)c2)cc1 | 0.1 | 0.0 | -4 | -9
CCOc1ccc(/C=c2\sc3nc(-c4ccco4)nn3c2=O)cc1OCC | 0.1 | -0.1 | 12 | 11
CC(C)n1cnc2c(N)nc(NCc3cccnc3)nc21 | 0.2 | -0.1 | 3 | 6
CCCS(=O)(=O)NCc1c(C)ncc2c1CCN(C(=O)CC1=CCCCC1)C2 | 0.2 | 0.0 | 4 | 4
COc1ccc(CCN=C(C)C2=C(O)c3ccccc3C2=O)cc1 | -0.5 | 0.0 | -11 | -1
CCOc1ccc(S(=O)(=O)N(CC(=O)Nc2ccc(Cl)cc2C)c2ccccc2)cc1 | 2.6 | 0.1 | 2 | 14
Cc1nc2sc3c(c2c2nnc(SCC(N)=O)n12)CCCC3 | -0.1 | -0.2 | -15 | -9
O=C(c1cnn(C(=O)CN2CCCC2=O)c1)c1ccccc1O | 1.2 | 0.0 | 11 | 9
COc1ccc(C(=O)Nc2nnc(-c3ccc(F)cc3)s2)c(OC)c1 | -1.9 | 0.3 | 3 | 16
COc1ccc(CCNS(=O)(=O)c2cc(Br)cnc2N)cc1OC | -0.1 | -0.2 | -2 | 4
COc1cccc(NC(=O)C2C3C=CC4(O3)C2C(=O)N(Cc2ccccc2Cl)C4C(=O)NC2CCCCC2)c1 (stereo not drawn) | 0.7 | 0.0 | -2 | -10
CC1(C)CC(=O)C(/C=N/c2ncccc2C(=O)O)=C(O)C1 | -0.1 | 0.0 | -3 | 8
CCOC(=O)c1c(NC(=O)c2ccc(F)c(F)c2)sc2ccccc12 | 0.1 | -0.1 | 14 | -2
CCCCOc1ccc(Cl)cc1C=O | -1.2 | 0.1 | 2 | 7
COc1ccc(C(=O)N/C(=C\c2ccccc2)C(=O)NCCO)cc1 | 1.6 | -0.2 | -4 | -2
Nc1nonc1-c1nnnn1CC(=O)Nc1cccc2ccccc12 | -0.8 | 0.2 | -9 | 14
O=C(O)COc1cccc(/C=C2/SC(=Nc3ccccc3)NC2=O)c1 | -0.8 | 0.0 | 8 | -8
COc1ccc(-c2cnc(N3CCN(C=O)CC3)nc2)cc1 | 0.6 | -0.1 | -34 | -7
Cc1cc(C)n(CC(=O)Nc2ccc(F)c(Cl)c2)c(=O)c1C#N | -1.1 | 0.0 | -3 | 2
O=C(NC(=S)Nc1ccc(N2CCCCC2)cc1)c1ccccc1 | 2.5 | 0.0 | -41 | 31
Cc1cccc(-n2c(C)cc(/C=N\NC(=O)c3ccco3)c2C)c1 | 1.9 | 0.0 | -61 | 11
O=C(COC(=O)c1c2ccccc2cc2ccccc12)Nc1ccc2c(c1)OCO2 | -0.5 | 0.0 | -13 | -1
O=C(NCC(=O)N1CCCC1C(=O)O)OC1CCCCC1 (stereo not drawn) | 0.4 | -0.2 | -13 | -20
CCCOC(=O)COc1ccc2c(CC)cc(=O)oc2c1 | 1.4 | 0.1 | 1 | 13

3 structures out of the list, ordered by count of non-hydrogen atoms, smallest number first.
compound | GPR151 ag | FBW7 activator | TEAD-YAP block | MITF primary
COC(=O)C1=C(C)NC(=O)/C1=C\c1ccc(OC)cc1OC | 0.9 | -0.1 | 5 | 4
CCOC(=O)c1c(NC(=O)c2ccc(F)c(F)c2)sc2ccccc12 | 0.1 | -0.1 | 14 | -2
CCOc1ccc(S(=O)(=O)N(CC(=O)Nc2ccc(Cl)cc2C)c2ccccc2)cc1 | 2.6 | 0.1 | 2 | 14

Another view of some results above:
Values in the order: GPR151 ag	FBW7 activator	TEAD-YAP block	MITF primary
> CCCS(=O)(=O)NCc1c(C)ncc2c1CCN(C(=O)CC1=CCCCC1)C2
 : 0.2	0.0	4	4
> COc1ccc(CCN=C(C)C2=C(O)c3ccccc3C2=O)cc1
 : -0.5	0.0	-11	-1
> CCOc1ccc(S(=O)(=O)N(CC(=O)Nc2ccc(Cl)cc2C)c2ccccc2)cc1
 : 2.6	0.1	2	14
> Cc1nc2sc3c(c2c2nnc(SCC(N)=O)n12)CCCC3
 : -0.1	-0.2	-15	-9

The listing picks up with the 6 entries that preceded the break.
compound | GPR151 ag | FBW7 activator | TEAD-YAP block | MITF primary
Cc1cc(C)n(CC(=O)Nc2ccc(F)c(Cl)c2)c(=O)c1C#N | -1.1 | 0.0 | -3 | 2
O=C(NC(=S)Nc1ccc(N2CCCCC2)cc1)c1ccccc1 | 2.5 | 0.0 | -41 | 31
Cc1cccc(-n2c(C)cc(/C=N\NC(=O)c3ccco3)c2C)c1 | 1.9 | 0.0 | -61 | 11
O=C(COC(=O)c1c2ccccc2cc2ccccc12)Nc1ccc2c(c1)OCO2 | -0.5 | 0.0 | -13 | -1
O=C(NCC(=O)N1CCCC1C(=O)O)OC1CCCCC1 (stereo not drawn) | 0.4 | -0.2 | -13 | -20
CCCOC(=O)COc1ccc2c(CC)cc(=O)oc2c1 | 1.4 | 0.1 | 1 | 13
O=[N+]([O-])c1ccc(S(=O)(=O)Nc2ccc(-c3nc4ccccc4o3)cc2)cc1 | -0.1 | 0.1 | -3 | 4
CCc1cccc(NC(=O)c2noc3c2COc2ccccc2-3)c1 | -2.3 | -0.1 | -7 | 1
CCOc1ccc(N(CC(=O)Nc2cccnc2)S(C)(=O)=O)cc1 | 0.2 | 0.1 | 8 | -2
O=C(CN1CCC(n2nnc3cc(C(F)(F)F)ccc32)CC1)NCc1ccccc1 | 0.1 | 0.0 | 10 | 14
O=C(Nc1nc(-c2ccccn2)cs1)c1ncoc1-c1ccccc1Cl | 1.1 | 0.0 | -13 | -3
C/C(=N\Nc1ncc(C(F)(F)F)cc1Cl)c1ccc([N+](=O)[O-])cc1 | -0.1 | -0.1 | -7 | 3
O=S(=O)(Cc1ccccc1)Nc1ccc2c(c1)OCCO2 | 2.3 | 0.4 | -6 | 8
C[C@H]1[C@H](C)CC[C@]2(CO)CC[C@]3(C)C(=CC[C@@H]4[C@@]5(C)CC[C@H](O)C(C)(C)[C@@H]5CC[C@]43C)[C@H]12 | -0.3 | -0.1 | -16 | -2
COC(=O)c1ccc(-c2ccco2)n1CC(=O)N1CCN(C2CCCCC2)CC1 | -0.8 | -0.1 | -10 | 7
CCC(=O)Nc1ccc2c3c(cccc13)C(=O)N2CC | -2.0 | 0.3 | 0 | 19
Cc1ccc(CNC(=O)CN2C(=O)c3cccc4cccc2c34)cc1 | -0.1 | 0.1 | 8 | 6
Cc1cc(C)cc(NC(=O)Cn2nnc(-c3ccc(Cl)cc3-n3cnnn3)n2)c1 | -1.1 | 0.2 | 6 | 8
COc1ccc(C(=O)/C=C/Nc2ccc(S(=O)(=O)N=C(N)N)cc2)cc1 | -0.5 | 0.1 | -22 | 16
CC(C)CNC(=O)c1cnc2scc(-c3ccccc3)n2c1=O | 1.9 | -0.5 | 7 | -1
CC(=O)Cc1nsc(Nc2ccc(C)cc2C)n1 | -0.1 | 0.0 | -47 | 6
Cc1ccc(C(=O)c2ccc(F)c(F)c2)cc1 | -1.6 | -0.1 | -2 | 6
Cc1c(C#N)c2ccccc2n1CC(=O)N1CCC(C)CC1 | -0.3 | -0.2 | 0 | -9
Nc1nc(-c2ccc(Cl)cc2)nc2c1c(=O)oc1ccccc12 | -0.6 | 0.1 | 10 | 3
O=C(Cc1ccccc1[N+](=O)[O-])N1CCc2ccccc2C1 | -1.8 | 0.0 | -28 | -13
CCOc1ccc(CN2CCN(Cc3ccc4nonc4c3)CC2CCO)cc1 (stereo not drawn) | 0.0 | 0.0 | -12 | 2
O=c1c2sccc2nc(SCc2ccccc2Cl)n1CCc1ccccc1 | 1.8 | -0.1 | 0 | -1
Clc1ccc(-c2csc(Nc3ccccn3)n2)cc1 | -1.9 | 0.0 | -61 | 10
OC(COc1ccc(F)cc1Cl)CN1CCc2ccccc2C1 (stereo not drawn) | 1.6 | -0.2 | 17 | 19
CCCNC(=O)CSc1nnc(CCC)n1C | -0.2 | 0.0 | 2 | 1
CCNC(=O)c1nn(CC2CC2)c2c1CN(Cc1cnn(-c3ccc(F)cc3)c1)CC2 | -0.4 | -0.1 | -3 | 3
O=C(Nc1nnc(C(F)(F)F)s1)c1ccccc1Cl | -3.9 | -0.1 | -33 | 16
Cc1cc(=O)cc(C)n1-c1ccccc1N1CCOCC1 | 0.4 | -0.2 | -1 | 10
O=C(Nc1ccccc1)/C(=C\c1ccco1)NC(=O)c1cccc(Br)c1 | 0.4 | 0.1 | -2 | 10
O=C(CNC(=O)C(c1ccccc1)c1ccccc1)N/N=C/c1ccc(O)cc1 | -0.3 | 0.0 | -5 | -1
CN(CC/C(N)=N\O)C(=O)c1cccc(F)c1 | -1.0 | -0.1 | -3 | 4
O=C(CCC1(Cc2ccccc2)CCC(=O)N1)NCc1ccsc1 (stereo not drawn) | -1.6 | 0.5 | -65 | -18
C=CCNC(=O)C1CCN(S(C)(=O)=O)CC1 | 0.8 | -0.2 | -3 | 3
Cc1cccc(-c2nc(Nc3ccc(F)cc3)c3ccccc3n2)c1 | 0.9 | 0.1 | -11 | 5
O=[N+]([O-])c1cc(S(=O)(=O)N2CCCC2)ccc1Cl | -0.9 | -0.1 | 5 | 4

Single records, as listed above. Order of values: GPR151 ag | FBW7 activator | TEAD-YAP block | MITF primary
`O=C(Nc1nnc(C(F)(F)F)s1)c1ccccc1Cl` as listed: -3.9 | -0.1 | -33 | 16
`O=C(Nc1ccccc1)/C(=C\c1ccco1)NC(=O)c1cccc(Br)c1` as listed: 0.4 | 0.1 | -2 | 10

Assay outcomes deposited in PubChem BioAssay by The Scripps Research Institute Molecular Screening Center.
